Assay outcomes: PubChem BioAssay, several laboratories
VCAM1 TNFa inh: inhibitors of TNFa-induced VCAM1 expression, primary screen, imaging, HUVEC, TNFa stimulus, immunofluorescence. inhibition, % at 2 µM. HUVEC TNFa-induced VCAM-1 immunofluorescence, high-content imaging. hit rate 0.48% among 95,000;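 active = inhibition above the batch mean plus 3 SD, with images confirmed as a hit by eye, cut at about 37% in these data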;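 also: 0% = TNF-stimulated DMSO wells and 100% = unstimulated control wells; not every result past the cut was called active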
HUVEC tox IL1B: cytotoxicity in IL-1B stimulated HUVEC, primary screen, cytotoxicity control for IL-1B NFkB translocation project, imaging, Hoechst nuclear count, IL-1B stimulus | HUVEC cell count loss | cell count reduction, % at 2 µM | hit rate 0.41% among 94,000;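 active = cell count reduction more than 3 SD above the screen-wide mean, cut at about 70% in these data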;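 also: normalized per plate to untreated control cells as the no-loss baseline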
cytoskel mod: modifiers of F-actin cytoskeleton organization, primary screen, imaging, HUVEC, phalloidin staining, high-content imaging; inhibition, % at 2 µM; HUVEC TNFa F-actin phalloidin imaging; hit rate 0.18% among 91,000; AID 836, 2007;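 active = inhibition above the batch mean plus 3 SD and confirmed as a hit by visual image inspection, cut at about 30% in these data, passing the limit was not always enough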; also: strong numbers were not always called active
TNFa cytotox: cytotoxicity in TNFa-stimulated HUVEC, primary screen, cytotoxicity control for VCAM1 expression modulator project, imaging, Hoechst nuclei count; HUVEC TNFalpha-stimulated, Hoechst cell count; cell count reduction, % at 2 µM; hit rate 0.17% among 93,000;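 active = cell count reduction exceeding the screen mean by over 5 SD, scaled to untreated wells per plate, cut at about 78% in these data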;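 also: cells counted after 24 h of TNF alpha exposure following the 1 h pretreatment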
DAT uptake mod: changed hDAT dopamine uptake under cocaine IC80, either direction, primary screen, cocaine antagonist project, cell-based, LLC-PK1 hDAT, [14C]-dopamine uptake, MLSMR. Sodium-dependent dopamine transporter (Homo sapiens), Q01959. LLC-PK1 hDAT cells, [14C]-dopamine uptake with cocaine IC80; actives deviate in either direction. B-score at 10 µM. hit rate 1.3% among 110,000. AID 449768, 2010;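 active = Z score or B-score, a plate-position-corrected score, falls beyond the plate's 99.7% confidence bounds, in either direction; inactive = both scores lie inside the 99.7% bounds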;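 also: scored against the spread of the other compound wells on the same plate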
sEH inhibitor: soluble epoxide hydrolase inhibitors, primary screen, biochemical, human sEH. recombinant human sEH enzymatic activity assay. inhibition, % at 2 µM. hit rate 0.34% among 91,000. AID 707, 2007; in the data active = inhibition above about 80%; also: values of inactives mirror those of a sister screen read the other way; many of its hits are not listed in these tables
E coli WT exp: growth inhibitors of wild-type E. coli, primary screen, strain BW25113, expanded library, OD600; OD600 absorbance; growth inhibition, % at 100 µM; hit rate 0.15% among 98,000;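 active = growth inhibition above about 50% at one test dose, limit read from the data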;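 also: growth measured after 20 h incubation at 37 °C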
PLK1 inh: human PLK1 kinase inhibitors, primary screen, biochemical, TR-FRET; hit rate 0.53% among 97,000; inhibition, % at 10 µM; recombinant PLK1 kinase, TR-FRET peptide phosphorylation; Serine/threonine-protein kinase PLK1 (Homo sapiens), P53350;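 active = inhibition of 50% or more in the single-concentration screen; inactive = inhibition below 50%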;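 also: 0% = DMSO max control and 100% = H-89 dihydrochloride min control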
Target sequence (P53350 whole entry, looked up): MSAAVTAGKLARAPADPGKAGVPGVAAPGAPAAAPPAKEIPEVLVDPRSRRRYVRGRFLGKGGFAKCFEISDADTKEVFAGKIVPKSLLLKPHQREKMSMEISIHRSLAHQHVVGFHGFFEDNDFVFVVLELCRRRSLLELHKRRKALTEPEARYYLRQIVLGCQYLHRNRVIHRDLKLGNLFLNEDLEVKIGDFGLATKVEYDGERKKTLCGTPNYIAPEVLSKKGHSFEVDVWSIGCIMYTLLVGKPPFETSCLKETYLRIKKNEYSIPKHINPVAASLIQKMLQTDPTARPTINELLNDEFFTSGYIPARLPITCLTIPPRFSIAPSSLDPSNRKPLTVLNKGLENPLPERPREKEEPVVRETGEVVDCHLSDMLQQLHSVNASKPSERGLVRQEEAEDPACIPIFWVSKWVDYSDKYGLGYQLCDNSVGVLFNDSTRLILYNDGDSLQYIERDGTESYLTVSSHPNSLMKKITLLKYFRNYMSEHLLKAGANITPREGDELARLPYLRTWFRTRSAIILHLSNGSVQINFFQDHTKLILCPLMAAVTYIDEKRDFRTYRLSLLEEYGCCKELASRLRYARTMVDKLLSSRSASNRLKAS
PLK1 PBD inh: Plk1 polo box domain binding inhibitors, primary screen, biochemical, fluorescence polarization; hit rate 0.13% among 97,000; Plk1 PBD phosphopeptide binding; Serine/threonine-protein kinase PLK1 (Homo sapiens), P53350; inhibition, %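 (tested at about 20 µM)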; in the data active = inhibition above about 34%, passing the limit was not always enough
* = called active by the depositor; · = not tested or not shown.

SMILES	VCAM1 TNFa inh	HUVEC tox IL1B	cytoskel mod	TNFa cytotox	DAT uptake mod	sEH inhibitor	E coli WT exp	PLK1 inh	PLK1 PBD inh
CCCOC(=O)Nc1sc2c(c1C(=O)OCC)CCC2	9.1	11.4	24.6	-4.0	-0.432	-7.4	0.0	-2.0	8.9
Cc1cccc(NC(=O)Cn2cnc3sc(C)c(S(=O)(=O)N4CCC(C)CC4)c3c2=O)n1	12.2	-23.8	-13.9	0.4	0.329	10.6	-12.0	-6.5	-4.2
O=C(OCCN1C(=O)c2ccccc2C1=O)c1cc(S(=O)(=O)N2CCOCC2)ccc1F	-14.8	24.0	-2.5	-20.2	-0.599	2.0	-6.0	-3.8	26.6
CCCSc1cc(N2CCOCC2)nc(-c2ccccc2Cl)n1	1.4	-2.8	2.4	-1.3	-0.202	-5.1	-1.0	-11.1	17.6
COc1cccc(-n2nnc3c(=O)n(CC(=O)NCC4CCCO4)cnc32)c1 (stereo unspecified)	-5.9	0.5	0.4	-16.7	-0.0187	1.3	3.0	-7.9	11.5
CCCCCn1c(SCCc2ccccc2)nc2c1c(=O)[nH]c(=O)n2C	-11.5	47.4	20.5	14.4	0.14	4.8	-4.0	-2.7	-4.2
COc1ccc2cc(-c3nc4ccccc4n3C)c(=O)oc2c1	13.2	-16.1	-27.5	-22.0	0.367	-11.6	·	-18.5	-1.7
COc1ccc(C(=O)NC2CCCCCC2)cc1S(=O)(=O)Nc1ccc(Br)cc1	-8.8	5.8	-4.8	-15.5	-0.0246	64.9	2.0	-3.5	4.2
CCNC(=O)C1CCCN1S(=O)(=O)c1ccc(OC)cc1 (stereo unspecified)	9.8	-13.8	-7.2	-9.8	-1.46	-3.5	-9.0	-5.5	9.4
COc1ccc(NC(=O)C2C(=O)N(C)C3(C)CC2c2ccccc2O3)cc1 (stereo unspecified)	-22.6	-20.5	-15.8	0.8	1.71	8.2	-3.0	-6.9	-5.9
CCNc1nc(SCCOc2ccccc2)nc(N(C)C)n1	·	-20.0	·	·	-0.538	22.0	-6.0	-7.8	-13.6
O=C(c1c[nH]c2ccccc12)C(O)C(c1ccccc1)N1CCOCC1 (stereo unspecified)	10.0	-50.8	-11.3	-5.7	0.498	7.7	5.0	-8.6	-10.6
Cc1cc(C)c(NC(=O)CN2C(=O)NC3(CCOc4ccccc43)C2=O)c(C)c1 (stereo unspecified)	9.9	-9.7	8.8	-20.7	0.166	9.0	3.0	-5.9	18.5
CCC(C)(C)NC(=O)C(c1ccncc1)N(Cc1ccc(C)cc1)C(=O)c1csnn1 (stereo unspecified)	12.6	90.1*	5.2	-12.2	0.0213	-1.0	·	-11.2	-2.2
CN(C(=O)Nc1ccccc1)C1CCS(=O)(=O)C1 (stereo unspecified)	-19.5	24.3	11.3	-3.1	0.414	2.3	·	-8.9	5.4
CCOc1cc(/C=N/NC(=O)COc2ccc(Cl)cc2)ccc1OS(=O)(=O)c1ccccc1	29.8	10.5	-10.0	0.0	2.15	3.2	-12.0	-1.1	-9.8
C=CCc1cccc2cc(C(=O)O)c(=O)oc12	-11.4	·	-5.9	0.9	-0.0581	-3.2	-2.0	-2.6	-1.9
O=c1c2ccccc2nnn1CSc1nnnn1-c1ccccc1	5.0	-7.9	14.7	-2.4	-0.0116	-7.7	3.0	-5.2	-3.9
Cc1csc(NC(=O)c2cccc(C)c2C)n1	21.6	-13.6	-13.6	-13.0	-0.899	10.7	3.0	-5.1	-23.2
CC1CC(=S)Nc2ccccc2S1 (stereo unspecified)	9.2	18.6	-4.3	-10.4	-0.599	11.6	·	-10.0	-1.4
COc1cc(-c2nc3n(n2)C(c2cccc(OC)c2OC)C2=C(CCCC2=O)N3)cc(OC)c1OC (stereo unspecified)	-8.5	-20.8	·	-8.4	2.67*	2.8	-4.0	-7.0	-6.6
Nc1nonc1N1CCCCC1	21.0	-23.8	-5.1	-20.0	-1.15	6.3	5.0	-0.9	12.8
CCOC(=O)N1CCN(C(=O)CSc2ccc(Cl)cc2)CC1	-18.1	-33.3	-15.7	-31.7	0.279	12.9	-1.0	-9.8	0.2
NS(=O)(=O)c1ccc(NCc2cc(Cl)ccc2OCc2ccccc2F)cc1	20.8	-30.0	-18.6	-3.1	0.058	1.3	-3.0	-14.1	-11.8

Compound profiles (already shown):
`CCC(C)(C)NC(=O)C(c1ccncc1)N(Cc1ccc(C)cc1)C(=O)c1csnn1` (stereo unspecified) is entered as VCAM1 TNFa inh = 12.6; HUVEC tox IL1B = 90.1*; cytoskel mod = 5.2; TNFa cytotox = -12.2; DAT uptake mod = 0.0213; sEH inhibitor = -1.0; E coli WT exp = ·; PLK1 inh = -11.2; PLK1 PBD inh = -2.2
`Cc1csc(NC(=O)c2cccc(C)c2C)n1` is entered as VCAM1 TNFa inh = 21.6; HUVEC tox IL1B = -13.6; cytoskel mod = -13.6; TNFa cytotox = -13.0; DAT uptake mod = -0.899; sEH inhibitor = 10.7; E coli WT exp = 3.0; PLK1 inh = -5.1; PLK1 PBD inh = -23.2

Further compounds follow.
SMILES	VCAM1 TNFa inh	HUVEC tox IL1B	cytoskel mod	TNFa cytotox	DAT uptake mod	sEH inhibitor	E coli WT exp	PLK1 inh	PLK1 PBD inh
Cn1nnnc1SCC(=O)Nc1ccc(Oc2ccc(Cl)cc2)cc1	7.3	-17.0	1.3	-11.3	-1.32	8.2	-3.0	-12.1	4.7
O=C(COC(=O)CCS(=O)(=O)c1ccc(Cl)cc1)NC1CCCCC1	-54.5	-163.6	1.0	-13.5	-0.171	10.7	-6.0	-6.0	-18.7
OC(CN1CCN(c2ccccc2)CC1)Cn1c2ccccc2c2ccccc21 (stereo unspecified)	-6.4	-21.0	17.8	-1.1	-0.225	-13.8	-11.0	-7.1	-19.6
O=c1c(C(c2c(O)nc3n(c2=O)CCS3)c2cccc3ccccc23)c(O)nc2n1CCS2	9.6	9.8	10.0	-18.9	-0.464	-1.8	8.0	-8.5	26.5
O=C(Nc1nnc(Cc2ccc(Cl)cc2)s1)c1ccco1	8.5	10.6	-1.9	43.5	0.61	-6.3	-7.0	3.1	4.9
CCOC(=O)C1CCN(C(=O)c2sc3nc(C)nc(N4CCC(C)CC4)c3c2C)CC1	0.5	·	-1.0	-15.6	1.48	17.3	·	-2.4	-37.3
CC(=O)Nc1ccc2c(c1)nc(CCN1CCN(C)CC1)n2C	5.6	19.2	-3.5	-16.4	-1.23	-7.0	-4.0	-11.3	-28.9
COC(=O)c1ccc(Cn2cnc3c(cnn3-c3ccc(F)cc3)c2=O)o1	18.8	-2.9	4.6	1.2	-0.0688	·	-2.0	-5.8	-6.2
Cn1c2c(c(=O)n(C)c1=O)C(c1cccc(Br)c1)C1C(=O)c3ccccc3C1=N2 (stereo unspecified)	-12.0	4.6	-25.4	-7.1	·	-6.8	·	-11.2	22.7
Cc1cc(C)nc(/N=C(/NC(=O)c2ccccc2)Nc2ccccc2)n1	6.7	-7.3	·	-6.6	-1.93	4.0	-9.0	-4.1	0.1
COc1ccc(-c2cc(N)n(S(=O)(=O)c3ccc(F)cc3)n2)cc1OC	-9.9	-4.4	5.8	26.3	0.894	-6.9	1.0	-8.0	8.2
Cc1nc(N2CCC(C)CC2)c2nnn(Cc3ccccc3)c2n1	10.2	-23.3	8.0	-1.6	3.08*	4.7	·	-11.1	23.3
Cc1c(-c2ccccc2)sc(N)c1C(=O)N1CCOCC1	2.1	-13.2	-11.6	-25.0	-0.259	10.8	6.0	1.3	35.0
O=C(/C=C/c1ccccc1)N1CCCN(C(=O)/C=C/c2ccccc2)CC1	3.7	-75.4	8.3	-21.5	2.54	-6.8	2.0	-11.9	25.4
COC(=O)c1ccc(Sc2ccccc2NS(=O)(=O)c2ccc(OC)cc2)nc1	17.0	-24.1	-0.6	7.9	-0.287	8.3	-2.0	-8.3	17.0
NS(=O)(=O)c1ccc(CNC(=O)/C=C/c2ccccc2)cc1	-4.8	17.6	-17.3	-1.7	-0.00792	9.3	-2.0	3.6	16.3
CC1CCC/C(=C\Nc2ccccc2C(=O)O)C1=O (stereo unspecified)	17.5	-42.4	-33.6	-9.2	0.981	1.0	-7.0	3.6	13.1
COc1cc(NC(=S)NN2CCOCC2)cc(OC)c1	·	-2.6	·	·	-0.345	-0.8	·	-2.3	11.6
CNc1nc(C)nc(-n2nc(C)cc2C)n1	9.4	-40.5	-13.7	-2.8	-0.781	-2.7	-2.0	-8.1	13.6
Cc1cc(C)n2cc(CSc3nnnn3-c3ccccc3)nc2n1	3.9	-34.9	6.0	-3.1	-0.0756	-3.5	0.0	5.1	32.4
CCOc1ccc(N2C(=O)CN=C2Nc2ccccc2F)cc1	-3.8	-16.2	21.3	-14.6	1.4	1.4	-1.0	-5.5	-23.3
O=C(Nc1cc2c(oc1=O)CCCC2=O)c1ccccc1	22.1	17.0	-0.2	12.7	0.146	-6.9	5.0	-8.3	-6.4
N#CC1=C(N)SC(C(=O)c2ccccc2)C1c1cccs1 (stereo unspecified)	-21.9	-2.1	-0.8	-13.0	-0.0655	6.8	·	-9.2	-16.3
Cc1cc2nnc(SCCCCN3C(=O)c4ccccc4C3=O)n2c2ccccc12	-22.4	-4.7	1.2	-11.6	-0.0507	-5.3	-17.0	-8.3	-4.8
CCC(C)(C)n1c(=O)[nH]c2c(c1=O)CCC2	0.6	-21.7	9.8	-55.5	3.02*	-0.3	-1.0	-18.6	9.9
CCOC(=O)c1c(-c2ccc(C)o2)csc1NC(=O)CSc1ncn[nH]1	-2.9	3.2	7.3	-20.3	0.716	-15.2	3.0	-0.8	-4.0
Cc1cccc(NC(=O)CCn2ccnc2C)c1	-7.3	0.9	1.0	-0.8	-0.0104	7.4	-7.0	-5.5	10.9
O=S1(=O)CC(N2CCCCC2)C(N2CCCCC2)C1 (stereo unspecified)	10.9	-22.9	-46.1	-10.8	-0.397	-5.4	1.0	-3.5	1.4
Cc1cccc(/C=N\Nc2cn[nH]c(=O)c2Cl)c1	20.1	-29.2	-12.3	-5.8	-0.847	1.7	-1.0	-6.4	-12.4
N=C1/C(=C/c2cccs2)C(=O)N=C2SN=C(SCc3ccccc3)N12	1.5	-1.5	-0.9	-5.5	-0.922	-3.8	-22.0	-3.0	-13.1
S=C(Nc1ccccc1)Nc1ccc(Cl)cc1Cl	6.0	22.7	13.1	-9.5	0.239	-4.5	-3.0	-10.0	-10.7
C=CCOc1ccccc1CNn1nnnc1N	-18.9	-7.4	6.9	2.1	-0.743	-8.6	5.0	-4.8	-3.9
Cc1ccc2c(c1)c(=O)c1c3n2CCN(C(=O)CCl)C3CC1 (stereo unspecified)	-7.6	0.8	-9.3	2.6	·	-11.0	-5.0	19.2	43.3
O=c1[nH]c2cccc(Cl)c2n(CCNc2ncc(C(F)(F)F)cc2Cl)c1=O	-10.5	24.5	8.5	-4.9	0.729	-16.3	5.0	-10.7	-10.4
CCn1c(SCC(=O)Nc2nc3ccccc3s2)nnc1-c1ccc(Br)cc1	13.6	-8.1	·	-21.9	0.24	1.4	-16.0	-6.0	7.5
COc1ccc(C(C(=O)NC2CCCCC2)N(C(=O)c2sc(C)nc2C)c2ccc(OC)cc2)cc1 (stereo unspecified)	12.4	-31.1	23.6	-18.4	0.776	12.0	0.0	-11.8	9.9
CCc1ccc(NC(=O)C(CC)Sc2nc3cc4c(cc3c(=O)n2Cc2ccco2)OCO4)cc1 (stereo unspecified)	-9.9	9.8	9.8	-15.2	-1.76	-0.6	-3.0	-3.4	2.7
